RAD54 branch: inhibitors of human RAD54 branch migration, primary screen, biochemical, fluorescence, single point; hit rate 0.14% among 360,000; AID 602329, 2012; inhibition, % at 10.4 µM; RAD54 Holliday junction branch migration, FAM/BHQ fluorescence; DNA repair and recombination protein RAD54-like (Homo sapiens), Q92698;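 active = mean normalized replicate activity at least 40 and at least half of replicates scoring 40 or more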;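 note: 0% = median of neutral control wells and 100% = median of positive control wells; inhibitors cause a drop in the FAM fluorescence signal; in these data hits start at about 50%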
Target sequence (Q92698 whole entry, looked up): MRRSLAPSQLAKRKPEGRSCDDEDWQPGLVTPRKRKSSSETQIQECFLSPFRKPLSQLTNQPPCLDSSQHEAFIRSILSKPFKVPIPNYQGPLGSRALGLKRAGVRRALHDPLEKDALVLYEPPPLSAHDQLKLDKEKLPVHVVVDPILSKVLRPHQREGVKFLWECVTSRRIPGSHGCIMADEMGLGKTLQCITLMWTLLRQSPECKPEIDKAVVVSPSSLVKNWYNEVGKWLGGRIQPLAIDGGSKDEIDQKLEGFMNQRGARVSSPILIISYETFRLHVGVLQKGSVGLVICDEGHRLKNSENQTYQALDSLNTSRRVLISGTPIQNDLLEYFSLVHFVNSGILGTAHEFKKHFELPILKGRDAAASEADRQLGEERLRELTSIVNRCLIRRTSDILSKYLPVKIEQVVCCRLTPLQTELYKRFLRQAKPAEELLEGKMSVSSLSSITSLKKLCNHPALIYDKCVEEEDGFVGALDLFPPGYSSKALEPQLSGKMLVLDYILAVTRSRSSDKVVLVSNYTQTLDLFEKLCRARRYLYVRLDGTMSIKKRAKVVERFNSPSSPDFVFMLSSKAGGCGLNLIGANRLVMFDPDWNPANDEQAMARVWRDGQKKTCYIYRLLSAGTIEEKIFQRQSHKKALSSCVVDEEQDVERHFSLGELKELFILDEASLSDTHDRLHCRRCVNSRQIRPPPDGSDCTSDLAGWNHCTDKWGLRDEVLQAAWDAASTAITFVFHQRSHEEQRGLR
* = called active by the depositor. An excerpt. The share of hits here may be higher or lower than overall.

SMILES | RAD54 branch
Nc1nc2n(n1)C(c1ccco1)CC(c1ccccc1)N2 (configuration not stated) | -3.3
Cc1noc(C)c1C(=O)NCCC1=CCCCC1 | 5.0
CC1CN(c2c3c(nc4ncnn24)CCCC3)CC(C)O1 (configuration not stated) | -12.1
Cc1ccc2c(c1)N(CCC(=O)NCc1ccc3c(c1)OCO3)C(=O)CO2 | 11.8
CCOC(=O)c1c(NC(=O)CSc2nnnn2CC)sc(C)c1C | -8.6
COc1ccc2[nH]c(=O)c(CN(C)C(=O)COc3ccccc3)cc2c1 | 12.6
Clc1ccc(-c2nc3cnccn3c2NC2CCCC2)cc1 | -2.6
COC(=O)c1ccccc1NC=C1C(=O)OC2(CCCCC2)OC1=O | -1.6
Cc1cc(=O)[nH]c(SCC(=O)Nc2nc3c(s2)CCCC3)n1 | -5.5
CCc1ccc2nc(N3C(=O)C(O)=C(C(=O)c4ccco4)C3c3cccs3)sc2c1 (configuration not stated) | -18.2
Cc1ccc(-n2c(C)cc(/C=N/NC(=O)CC3(C)OCCO3)c2C)cc1 | 0.4
O=S(=O)(Nc1ccc2nc(C(F)(F)F)[nH]c2c1)c1ccccc1 | 10.7
COC(=O)COC(=O)CC(CC(N)=O)c1ccccc1 (configuration not stated) | 9.4
Cn1c(NC(=O)c2ccco2)c(-c2ccccc2Cl)c(=O)c2ccccc21 | 5.6
CCOC(=O)/C(C#N)=C1/C=CN(Cc2ccccc2)C=N1 | -8.2
O=C(Nc1cccc(Cl)c1N1CCCC1)c1cc2ccccc2o1 | -3.6
CC1CCCCC1N1CCN(C(=O)c2cccc(F)c2)CC1 (configuration not stated) | -4.7
CCCC(=O)N(CCN(C(=O)CCC)c1ccccc1)c1ccccc1 | -12.0
COc1ccc(-c2cc(C(=O)NCCN3CCOCC3)c3ccccc3n2)c(OC)c1 | -8.3
COC(=O)CSc1nnc(CCc2nc3ccccc3[nH]2)n1C | -11.4
Cc1cc(C)n(C(=O)c2ccc(C)c(S(=O)(=O)N3CCCC3)c2)n1 | -9.3
O=C(COC(=O)c1ccc2c(c1)OCCO2)NCc1ccccc1 | -5.6
Nc1c(C(=O)NCc2ccccc2)sc2nc3c(cc12)C(=O)CCC3 | 1.9
CN(C)CCN1C(=O)c2oc3ccccc3c(=O)c2C1c1ccc(F)cc1 (configuration not stated) | 8.1
COc1ccccc1CNc1ncnc2c1nnn2Cc1ccccc1 | -6.2
COc1ccc(C(=O)NCCc2ccc(S(N)(=O)=O)cc2)cc1OC | 3.3
CC(=O)Nc1ccc(-c2cc(NC(C)=O)n(-c3ccccc3)n2)cc1 | 0.9
S=C(NCCc1cccc(Cl)c1)NCc1ccccc1 | -14.5
CC(=O)c1cccc(NC(=O)C2CCN(S(=O)(=O)c3ccccc3)CC2)c1 | 0.5
COc1ccc(C2N=C(N)N=C(N)N2c2ccccc2OC)cc1OC (configuration not stated) | -4.5
O=C(/C=C/c1c(Cl)cccc1Cl)Nc1ccncc1 | -7.6
COc1ccc(/C=N/NS(=O)(=O)c2ccccc2)cc1OS(=O)(=O)c1ccccc1 | 0.7
C=CCn1c(SCC(=O)N2CCOCC2)nc(O)c(Cc2ccccc2)c1=O | 2.2
CCOC(=O)c1c(C)[nH]c(N=Nc2ccccc2)c1C | -1.3
CC(/C=C/c1ccc(C)o1)=C\C(=O)O | -3.3
COc1ccc(CNC(=O)COC(=O)c2n[nH]c3ccccc23)cc1OC | 3.6

4 of the compounds above, with tabs:
SMILES	RAD54 branch
O=C(Nc1cccc(Cl)c1N1CCCC1)c1cc2ccccc2o1	-3.6
CCc1ccc2nc(N3C(=O)C(O)=C(C(=O)c4ccco4)C3c3cccs3)sc2c1 (configuration not stated)	-18.2
COC(=O)CSc1nnc(CCc2nc3ccccc3[nH]2)n1C	-11.4
CCOC(=O)c1c(C)[nH]c(N=Nc2ccccc2)c1C	-1.3

A second format for some results above.
canonical_smiles,RAD54 branch
CC(=O)Nc1ccc(-c2cc(NC(C)=O)n(-c3ccccc3)n2)cc1,0.9
S=C(NCCc1cccc(Cl)c1)NCc1ccccc1,-14.5
CC(=O)c1cccc(NC(=O)C2CCN(S(=O)(=O)c3ccccc3)CC2)c1,0.5
COc1ccc(C2N=C(N)N=C(N)N2c2ccccc2OC)cc1OC (configuration not stated),-4.5

Other structures follow:
SMILES | RAD54 branch
Cn1c(=O)[nH]c2cc3ccccc3cc21 | -2.3
CC1(C)NC(=O)N(CC(O)CN2C(=O)CCC2=O)C1=O (configuration not stated) | -4.0
COC(=O)c1ccccc1Nc1ccccc1 | -5.9
O=C(c1cccc(-n2cnnn2)c1)N1CC=C(c2ccccc2)CC1 | -0.7
COC(=O)C1=C(C)N=C2SCCC(=O)N2C1c1cc(Br)ccc1OC (configuration not stated) | 2.2
Cc1ccccc1-c1nc(CN2CCC(C(=O)NCCCN3CC(C)CC(C)C3)CC2)c(C)o1 (configuration not stated) | -6.0
Cn1c(C(=O)NCc2ccccc2)cc2oc3ccccc3c21 | -1.2
O=C(CN1C(=O)NC(Cc2ccccc2)(Cc2ccccc2)C1=O)NCC1CCCCC1 | 7.0
Cc1ccc(-c2noc(CCC(=O)Nc3ccccc3C)n2)cc1 | -0.2
CCC(=O)N1CCc2cc(S(=O)(=O)NC(Cc3ccccc3)C(=O)NC3CCCCC3C)ccc21 (configuration not stated) | 5.0
CCN(CC)S(=O)(=O)c1ccc(N2CCN(S(=O)(=O)c3ccccc3C#N)CC2)nc1 | -2.8
COC(=O)c1ccc2ccn(CC(=O)NC(C)C)c2c1 | -11.6
COCCNC(=O)Nc1ccc2nc(C)sc2c1 | 0.4
CC/C(=N\OC(=O)c1ccc(OC(C)C)cc1)c1ccc(C)cc1 | 3.3
Cc1onc(-c2ccccc2Cl)c1C(N)=O | -5.4
CCC1CCCCN1C(=O)COC(=O)c1cc2ccccc2cc1O (configuration not stated) | 5.1
NC1=NS(=O)(=O)NC1c1ccc(Cl)cc1 (configuration not stated) | 1.2
C=CCn1c(SCc2c(Cl)cccc2Cl)nnc1-c1cccnc1 | 0.1
CCOc1cc2[nH]c(=S)n(CCN3CCCCC3C)c(=O)c2cc1OCC (configuration not stated) | 27.0
C/C(=N\OC(=O)c1ccc(F)cc1)c1sc(-c2ccccc2)nc1C | 4.8
COC(=O)c1ccc(Nc2nc(C)cc(C)n2)cc1 | 1.6
Cc1nnc(NC(=O)c2sc3ccccc3c2Cl)s1 | 3.3
COC(=O)Nc1c(C)n(C)n(-c2ccccc2)c1=O | -9.9
CN1CCN(C(=O)c2ccc(-n3cccc3)cc2)CC1 | -6.1
Cc1ccc(C(=O)COC(=O)CSc2cccc3cccnc23)c(C)c1 | -6.8
O=C(C/C=N/OCc1ccccc1F)c1cnc(-c2ccc(Cl)cc2)s1 | -3.3
COc1ccc(-c2nc(C#N)c(NCc3ccc(C)cc3)o2)cc1OC | 8.5
Clc1ccc2nc3ccccn3c2c1 | -1.1
Cc1ccc(C)n1-c1sc2c(c1C#N)CCCC2 | -0.4
CCOc1ccc(NC(=O)C2CCC(C)(C(=O)O)C2(C)C)cc1 (configuration not stated) | 3.0
O=C(Nc1cccc(C(F)(F)F)c1)c1c(O)c2ccccc2[nH]c1=O | -1.2
O=C(O)Cc1cc2c(s1)CCCCC2 | 4.6
CCCCC(=O)NCc1ccc2c(c1)cc(C)n2C | -5.1
Cc1ccc(S(=O)(=O)Nn2c(C)ccc2C)cc1 | -0.8
COc1cc(-c2noc(C3CCCN(S(=O)(=O)c4cccc(Cl)c4)C3)n2)cc(OC)c1OC (configuration not stated) | 0.6
CC(=O)N1CCN(c2nnnn2-c2ccccc2)CC1 | 7.7
Cc1csc(SCc2c(C(=O)O)oc3ccccc23)n1 | -0.4
O=[N+]([O-])c1cc([N+](=O)[O-])c(N2CCOCC2)cc1NCc1ccccc1 | 9.2
OCC1(C2=NOC(O)(C(F)(F)F)C2)CCCCC1 (configuration not stated) | -2.3
COc1ccccc1CNC(=O)N[C@@H](Cc1ccccc1)C(=O)O | -3.8
FC(F)(F)c1nnc2sc(-c3ccco3)nn12 | 0.9
O=C(NCCOCCOCCNC(=O)c1cccnc1)c1cccnc1 | 7.6
O=C(Nc1ccc(OCC(F)(F)C(F)F)c(C(F)(F)F)c1)c1ccc(Cl)cc1 | -4.4
COc1ccc2c(c1)C(=O)N(c1ccc(C)cc1)C(=O)C2 | 3.0
CC1=C(C(=O)Nc2ccccc2)C(c2cccs2)C(C#N)=C(SCC#N)N1 (configuration not stated) | -2.2
CC(Sc1nnc(-c2cccs2)n1-c1ccccc1)C(=O)NCc1ccco1 (configuration not stated) | -8.6
COc1cc(-c2[nH]nc3c2C(c2ccoc2)C(C#N)=C(N)O3)cc(OC)c1OC (configuration not stated) | 8.7
Fc1ccc(Nc2nc(Oc3ccc4c(c3)OCO4)nc(N3CCOCC3)n2)c(F)c1 | -8.0
CCC(c1nnnn1Cc1ccc(OC)cc1)N(CCCO)Cc1cc2cc3c(cc2[nH]c1=O)OCO3 (configuration not stated) | -2.8
CC(C)OC(=O)COc1ccc(-c2ccccc2)cc1 | -6.2
CN(c1ccc(C(=O)NCC2CCCO2)cc1)S(=O)(=O)c1ccccc1 (configuration not stated) | -5.1
CCC(C)Sc1cccc(-c2nc3ccc(Cl)cn3c2NCc2ccccc2)c1 (configuration not stated) | -2.8
CCOC(=O)c1ccc(COC(=O)c2ccc(-c3nnc(-c4ccccc4)o3)cc2)o1 | 2.2
CC(C)C(=O)Nc1c2c(nc3ccccc13)N(C)CC2 | 6.2
O=C(Nc1cnn(Cc2ccc(F)cc2)c1)c1cc2nc(-c3ccco3)cc(C(F)(F)F)n2n1 | 3.6
C=CCn1c(COc2cccc3cccnc23)nnc1SCC(=O)OC | 0.9
N#Cc1c(NCc2ccccc2)ccnc1NCc1cccnc1 | -5.3
O=[N+]([O-])c1ccc(Cl)c(/C=N/N2CCN(Cc3ccccc3)CC2)c1 | -17.0
CCCP(=O)(CC(=O)O)c1ccccc1 (configuration not stated) | -20.0
O=C(C1CC1)N1CCc2cc(Br)cc(S(=O)(=O)NCc3ccco3)c21 | -3.4

Individual results from the results shown:
Value for O=C(C1CC1)N1CCc2cc(Br)cc(S(=O)(=O)NCc3ccco3)c21 under RAD54 branch: -3.4
Value for CN(c1ccc(C(=O)NCC2CCCO2)cc1)S(=O)(=O)c1ccccc1 (configuration not stated) under RAD54 branch: -5.1
Value for CCCP(=O)(CC(=O)O)c1ccccc1 (configuration not stated) under RAD54 branch: -20.0

(next part)
SMILES | RAD54 branch
Cc1ccc(S(=O)(=O)N2CCN(C(=O)CN3CCOCC3)C2)cc1 | 5.7
Cc1ccc(-c2nnc(N3CCN(C(=O)CN4CCOCC4)CC3)c3ccccc23)cc1 | -4.8
Cc1ccccc1S(=O)(=O)Cc1ccc(C(=O)N2CCN(c3ncccn3)CC2)o1 | 8.8
CCn1c(SCC(=O)N2CCCc3ccccc32)nnc1-c1ccoc1C | 8.9
O=C(O)CCNS(=O)(=O)c1ccccc1 | -13.5
O=C(CCCc1nc(-c2ccccc2Cl)no1)NC1CCCCC1 | -4.1
CCCOc1cccc(C2/C(=C(/O)c3ccc(OC)cc3)C(=O)C(=O)N2CCN(C)C)c1 (configuration not stated) | -1.3
COc1ccc(N=C2S/C(=C\c3cccs3)C(=O)N2CC(C)C)cc1 | -6.2
Cc1ccc(C)c(NC(=O)Cn2nc(C)c3ccccc3c2=O)c1 | -2.4
Cc1nc(SCC(=O)c2ccc(F)cc2)n[nH]1 | 6.7
Cc1cccc(C)c1OCC(=O)NCc1nnc(SCC(=O)NC2CCCCC2)n1C | -6.0
CC(=O)c1c(OC(=O)c2ccco2)c2ccccc2n1C | 0.9
O=C(O)CNC(=O)CC12CC3CC(CC(C3)C1)C2 | -8.1
COC(=O)C(c1cc(OC)c(O)c(OC)c1)(N1CCNC(C)C1)C(F)(F)F (configuration not stated) | -6.2
COc1ccc(N(CC(=O)O)S(C)(=O)=O)cc1OC | -0.2
CCOc1ccc(-c2cccc(NC(=O)COc3ccccc3)c2)nn1 | 0.3
O=C(Nc1ccc(Cl)cc1)c1cc2nc(-c3ccco3)cc(C(F)(F)F)n2n1 | -1.2
CC1=NN(c2nc(-c3ccc(F)cc3)cs2)C(=O)C1 | 8.4
O=c1[nH]cnc2c1N1CCC2CC1 | -4.0
O=C(O)CN1CCCC1=Nc1ccccc1 | 3.9
CC(C)(C)NS(=O)(=O)c1ccc(CCC(=O)NCc2cccnc2)cc1 | -1.6
Cc1nn(C)c(C)c1NC(=O)c1ccnn1C | -8.7
CCc1nnc2sc(-c3ccc(NC(=O)c4ccc5c(c4)OCCO5)cc3)nn12 | -2.8
C=CCN(c1ccc(C(=O)N2CCN(c3ccc(F)cc3)CC2)cc1)S(C)(=O)=O | 1.4
COc1cc(-c2c(C#N)c(=O)[nH]c3c2c(C)nn3-c2ccccc2)ccc1O | -10.5
CC(C)(C)C(=O)NC(=S)Nc1ccccc1C(=O)Nc1ccccc1 | -3.6
COc1ccc(C)cc1NC(=O)C1CCCCC1C(=O)O (configuration not stated) | -0.5
CCOC(=O)C1=C(c2ccccc2)NC(SCC(N)=O)=C(C#N)C1c1cccnc1 (configuration not stated) | -1.0
Cc1ccc(Cn2c(-c3nonc3N)nc3ccccc32)cc1 | 3.4
COC(=O)CSc1nnc(-c2ccc(S(=O)(=O)NCc3cccs3)cc2)o1 | -8.4
Cc1cccn2c(=O)c(/C=C(\C#N)S(=O)(=O)c3ccccc3)c(N3CCN(C)CC3)nc12 | 4.7
O=C(CN(C(=O)CCC(=O)Nc1ccccn1)c1ccc2c(c1)OCO2)NCc1ccco1 | 0.0
Cn1c(=O)c2cc(S(=O)(=O)NCCC(=O)Nc3ccc(Cl)cc3)ccc2n(C)c1=O | 10.0
Nc1ccc(C(=O)Nc2ccc3nc(-c4cccnc4)[nH]c3c2)cc1 | 7.1
CC(C)n1c(SC2CCOC2=O)nc2ccccc21 (configuration not stated) | -9.2
CCc1nc(OCc2ccco2)c2sc3nc4c(cc3c2n1)COC(C)(C)C4 | -8.4
Cn1cc(C(=O)N2CCN(C(=O)c3ccco3)CC2)c2c3ccccc3n(C)c2c1=O | 7.7
O=C(NC1CCCCCCC1)C1CCN(c2nc3ccccc3o2)CC1 | -7.1
COc1ccc(C2C(C(=O)c3ccco3)=C(O)C(=O)N2Cc2cccnc2)cc1OC (configuration not stated) | 7.4
